Cav3 T inh: inhibitors of human Cav3.2 T-type calcium channel | Cav3.2-expressing cells, Fluo-4 calcium fluorescence FDSS; active compounds read low | B-score at 10 µM | 100,000 tested, 4% active;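 active = single-dose well whose peak fluorescence ratio is a statistical outlier from its plate by either plate-standardised score or position-corrected B-score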
Target sequence (O95180 whole entry, looked up): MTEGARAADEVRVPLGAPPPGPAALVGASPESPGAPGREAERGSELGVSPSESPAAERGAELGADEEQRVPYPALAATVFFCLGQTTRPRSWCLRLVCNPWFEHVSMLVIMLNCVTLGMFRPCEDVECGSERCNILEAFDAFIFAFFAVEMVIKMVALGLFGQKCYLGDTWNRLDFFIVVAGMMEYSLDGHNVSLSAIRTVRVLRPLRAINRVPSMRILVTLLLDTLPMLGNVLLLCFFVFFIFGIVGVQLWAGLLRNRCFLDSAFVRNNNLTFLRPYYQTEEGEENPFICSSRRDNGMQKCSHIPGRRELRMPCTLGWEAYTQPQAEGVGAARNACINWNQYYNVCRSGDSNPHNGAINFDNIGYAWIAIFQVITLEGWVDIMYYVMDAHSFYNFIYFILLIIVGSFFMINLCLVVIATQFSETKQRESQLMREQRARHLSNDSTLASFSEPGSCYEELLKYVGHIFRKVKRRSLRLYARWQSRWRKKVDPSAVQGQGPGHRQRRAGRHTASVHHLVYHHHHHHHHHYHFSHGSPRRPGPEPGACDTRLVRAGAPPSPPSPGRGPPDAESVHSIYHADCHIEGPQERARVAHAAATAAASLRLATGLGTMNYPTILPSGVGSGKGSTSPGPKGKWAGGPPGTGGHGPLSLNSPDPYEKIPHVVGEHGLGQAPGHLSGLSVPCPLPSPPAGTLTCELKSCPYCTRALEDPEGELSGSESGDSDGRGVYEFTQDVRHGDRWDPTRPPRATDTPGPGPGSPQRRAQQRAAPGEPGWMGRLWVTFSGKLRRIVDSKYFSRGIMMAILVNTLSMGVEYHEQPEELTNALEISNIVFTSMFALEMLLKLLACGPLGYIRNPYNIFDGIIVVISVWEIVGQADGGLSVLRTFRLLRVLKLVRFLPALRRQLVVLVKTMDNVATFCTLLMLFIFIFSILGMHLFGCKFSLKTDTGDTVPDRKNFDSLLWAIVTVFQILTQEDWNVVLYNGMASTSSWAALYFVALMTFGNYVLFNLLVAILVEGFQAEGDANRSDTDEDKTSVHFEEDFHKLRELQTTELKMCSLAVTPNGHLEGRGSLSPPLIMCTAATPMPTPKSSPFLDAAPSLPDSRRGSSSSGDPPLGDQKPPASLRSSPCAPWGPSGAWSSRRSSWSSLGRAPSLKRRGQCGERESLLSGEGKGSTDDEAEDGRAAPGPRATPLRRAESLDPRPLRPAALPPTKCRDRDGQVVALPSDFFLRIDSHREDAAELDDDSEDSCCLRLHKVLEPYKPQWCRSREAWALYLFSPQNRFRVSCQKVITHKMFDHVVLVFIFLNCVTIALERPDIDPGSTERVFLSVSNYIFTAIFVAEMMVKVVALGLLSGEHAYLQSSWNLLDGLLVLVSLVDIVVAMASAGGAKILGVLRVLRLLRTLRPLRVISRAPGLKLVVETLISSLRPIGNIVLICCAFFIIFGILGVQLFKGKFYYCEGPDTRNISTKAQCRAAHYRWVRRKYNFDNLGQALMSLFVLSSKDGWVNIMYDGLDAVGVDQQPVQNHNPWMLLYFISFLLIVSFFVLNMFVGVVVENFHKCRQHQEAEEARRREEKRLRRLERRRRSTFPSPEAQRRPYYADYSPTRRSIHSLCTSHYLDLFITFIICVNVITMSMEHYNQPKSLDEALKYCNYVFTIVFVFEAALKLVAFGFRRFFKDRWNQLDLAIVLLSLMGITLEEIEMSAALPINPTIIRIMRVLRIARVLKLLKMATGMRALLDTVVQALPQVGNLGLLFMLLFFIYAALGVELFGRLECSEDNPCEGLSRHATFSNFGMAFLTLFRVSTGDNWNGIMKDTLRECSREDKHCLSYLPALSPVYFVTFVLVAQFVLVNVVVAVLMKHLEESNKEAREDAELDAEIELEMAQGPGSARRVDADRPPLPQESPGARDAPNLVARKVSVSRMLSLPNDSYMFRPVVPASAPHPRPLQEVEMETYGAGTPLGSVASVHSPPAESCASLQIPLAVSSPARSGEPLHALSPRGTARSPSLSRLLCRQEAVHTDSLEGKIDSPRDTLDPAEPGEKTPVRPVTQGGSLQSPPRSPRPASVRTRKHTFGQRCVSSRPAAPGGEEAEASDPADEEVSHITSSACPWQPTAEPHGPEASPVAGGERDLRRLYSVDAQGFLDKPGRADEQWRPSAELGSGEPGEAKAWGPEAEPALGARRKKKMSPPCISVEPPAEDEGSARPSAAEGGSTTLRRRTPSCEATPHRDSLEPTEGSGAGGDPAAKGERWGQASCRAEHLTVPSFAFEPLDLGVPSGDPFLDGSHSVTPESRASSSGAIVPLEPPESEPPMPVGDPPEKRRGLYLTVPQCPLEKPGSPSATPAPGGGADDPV
* marks the source's active call; other numbers are inactive results. An excerpt; count on the stated rates, not on these rows.

SMILES	Cav3 T inh
CCN1CCN(c2nc3c(c(=O)[nH]c(=O)n3C)n2CCSc2nc3ccccc3s2)CC1	0.715
COc1ccc2c(c1)c(=O)oc1c(C)c(OCC(=O)N3CCc4ccccc4C3)ccc12	-0.572
CCOc1cc(S(=O)(=O)n2c(C)nc3ccccc32)ccc1F	-1.42
COC(=O)c1cc(F)c(-n2cncn2)c(F)c1	1.08
N#Cc1c(Cl)c(Cl)c2nnc(-c3ccc(Br)cc3)n2c1Cl	1.48
Oc1oc(-c2ccccc2)nc1C=Nc1cccc2ccccc12	-1.88
N#Cc1c(NC(=O)CSc2nc(N)cc(=O)[nH]2)sc2c1CCCCCC2	1.1
CCNC(=O)N1C(CC(=O)OCC)C(=O)NC2CCCCC21 (stereo not given)	-0.00887
COc1ccc(CNCC(O)(c2ccc(Cl)cc2)c2ccc(Cl)cc2)cc1	-0.633
CCOC(=O)C1C(=O)OC2(CCOC(C)(C)C2)C1C(=O)OCC (stereo not given)	0.544
Cc1ccc(NC(=O)CN(C)S(=O)(=O)c2cccc3cccnc23)cc1	0.97
CC(C)OC(=O)c1c(N)n(CCCN2CCOCC2)c2nc3ccccc3nc12	1.57
COc1ccc(NC(=O)c2ccc(-c3ccccc3Cl)o2)cc1	-1.21
Cc1ccc(C2CC(C(F)(F)F)n3nc(C(=O)NCc4c(C)nn(C)c4C)c(Cl)c3N2)cc1 (stereo not given)	-1.85
CCCN1CCC(NC(=O)Nc2ccc(F)cc2F)CC1	1
COC(=O)CCCCCN1C(=O)NC(C2CC2)C(C(=O)OCc2ccccc2)=C1C (stereo not given)	-0.967
Cc1cc2nc(-c3ccc(SCC(=O)N4CCOCC4)nc3)[nH]c2cc1C	0.201
Cc1cc(/C=C2\SC(=Nc3ccccc3)NC2=O)c(C)n1-c1ccc(S(N)(=O)=O)cc1	0.0221
Cc1ccc(S(=O)(=O)N2CCN(S(=O)(=O)c3ccc(C)cc3)C3OCCOC32)cc1 (stereo not given)	0.379
Oc1c(CN2CCOCC2)cc(-c2ccccc2)cc1CN1CCOCC1	0.874
CC(C)(C)n1ncc2c(=O)n(CC(=O)N3CCCCCC3)cnc21	0.148
N#CCOc1nc(N2CCCC2)nc(N2CCCC2)n1	0.118
COc1cccc(CNCC(O)(c2ccc(Cl)cc2)c2ccc(Cl)cc2)c1	-0.31
CCCc1nnc(SCC(=O)N2CCCCC2)n1CCCOC	0.579
CCCCn1nnnc1NCc1ccc(C)s1	0.22
CN1Cc2cc(C(=O)c3ccccc3O)cnc2NC1=O	-0.526
CCOC(=O)C1CCCN(C(=O)c2ccccc2SCCOC)C1 (stereo not given)	1.12
CCC(C)(C)NC(=O)C(c1cccs1)N(CC1CCCO1)C(=O)Cn1nnc2ccccc21 (stereo not given)	0.511
COC(=O)C1=C(C(=O)OC)[C@@H]2N(Cc3ccccc3)c3ccccc3[C@@]23C[C@@H](C(=O)OC)N(C(=O)COCc2ccccc2)C3=N1	-0.828
COCCNC(=O)Cn1nc(C(F)(F)F)c(Br)c1C	-1.9
O=C(CSc1ccccc1)N1CCN(c2ccccc2)CC1	-0.13
COc1cc(NC(=O)Cc2c(C(=O)O)[nH]c3ccccc23)cc(OC)c1OC	-0.304
CCOC(=O)CSc1cn2c(n1)CCC2	0.579
O=C(CSc1nnnn1C1CCCCC1)Nc1nc2c(s1)CCCC2	-2.53
Cc1ccc(SC(C)c2nc(-c3ccccc3)no2)cc1 (stereo not given)	-0.0445
CCOC(=O)c1[nH]cc(-c2ccccc2)c1N1CCOCC1	-1.06
Cc1nc(NC(=O)CSc2nnc(C)n2CC2CCCO2)sc1C (stereo not given)	-0.577
CCCCCn1c(CNC(=O)CCC)nc2ccccc21	-0.72
O=S(=O)(Nc1ccc(O)cc1)c1cccc2cccnc12	0.448
CCOc1ccc(NC(=O)N2CCC(NC(=O)c3ccco3)CC2)cc1	0.313
CCNC(=O)c1sc(=S)n(-c2ccc(C)cc2)c1N	0.107
COc1cccc(NC(=O)C(C#N)Cc2ccncc2)c1 (stereo not given)	0.428
Nc1nnn(Cc2ccccc2)n1	0.434
COc1cc(CNCCSc2nnnn2C)cc(Br)c1OCc1ccccc1F	-0.836
CC(=O)Nc1cccc(/C(C)=N/NC(=O)c2ccccc2Cl)c1	0.407
CCn1c(O)c(N=NC2=NC(=O)CS2)c2cc(C)ccc21	-4.99*
Cn1c(=O)c2c(nc(CN3CCN(c4ccccc4)CC3)n2Cc2c(F)cccc2Cl)n(C)c1=O	-3.72
COc1ccccc1N(CC(N)=O)S(=O)(=O)c1ccc(C)cc1	0.508
O=C(OCCN1CCCCC1)c1cc2ccccc2o1	0.429
Cc1noc(C)c1C(=O)NCc1ccccc1	0.538
CCOCCCN(Cc1cc2cc(C)cc(C)c2[nH]c1=O)C(=O)N(CC)CC	0.824
O=C(Cc1c(F)cccc1Cl)c1ccc(O)cc1O	-0.502
O=C(NCc1ccco1)c1nnc(Cc2ccc(Cl)cc2)o1	-0.41
CCOC(=O)N1CCN(c2c(NCCN(C)Cc3ccccc3)c(=O)c2=O)CC1	-0.508
CCOC(=O)N1CCC(NC(=O)Cn2cc3c(n2)CCCCC3)CC1	1.19
COc1ccc(S(=O)(=O)N2CCN(C(=O)c3c(C)nn(-c4ccccc4)c3Cl)CC2)cc1	-0.54
CC1CCCCN1C(=O)CSc1nnc(Cc2ccccc2)n1C (stereo not given)	-0.424
CC(=O)N1CCN(c2nc(CC(C)C)c3c(c2C#N)CCC3)CC1	-1.4
COCC(=O)NCCc1ccc(S(N)(=O)=O)cc1	-3.45
CC(C)c1ccc(N2C(=O)CSC23C(=O)N2CCCc4cccc3c42)cc1 (stereo not given)	-1.64
(further entries)
SMILES	Cav3 T inh
Cc1ccc(S(=O)(=O)Oc2ccccc2N2C(=O)C3CC=CCC3C2=O)cc1 (stereo not given)	-0.376
O=c1c2c(nc3cc(-c4cccc(Cl)c4)[nH]n13)CCC2	0.916
CCn1c(SCC(=O)Nc2cc(C)on2)nnc1-c1ccco1	-0.158
Cc1cc(C)c2c(c1)cc(C)c1nnc(SCC(=O)Nc3cc(C)on3)n12	-2.05
C[C@@H](C(=O)NCc1ccccc1)[C@@H]1C[C@@]1(C)[C@@H](NC(=O)OCc1ccccc1)c1ccccc1	-1.43
COc1ccc(Cn2nnnc2C(c2ccccc2Cl)N2CCN(C3CCCC3)CC2)cc1 (stereo not given)	-0.00346
O=C(Nc1ccc(N2CCN(C(=O)c3ccco3)CC2)cc1)c1cccs1	0.371
COc1ccc(CC(=O)N2CC3(C)CC2CC(C)(C)C3)cc1 (stereo not given)	-0.388
CCCOc1ccc(/C(O)=C2/C(=O)C(=O)N(c3cc(C)on3)C2c2ccc(C(=O)OC)cc2)cc1 (stereo not given)	-0.633
Cc1cc(OCC(=O)Nc2ccncc2)c(C)cc1Br	-3.02
COCCNC(=O)c1cc(-c2ccc(OC)c(OC)c2)on1	0.029
CCOC(=O)C1=C(CC)Nc2ccccc2N=C1NC(=O)Nc1ccc(Cl)c(Cl)c1	-3.82
CCCc1cc(=O)oc2c(CN3CCCC3)c(O)ccc12	1.22
CCOc1ccc(S(=O)(=O)NN)cc1	0.0669
Cc1cc(Cl)ccc1OCC(=O)Nc1ccccc1CO	-0.703
Cc1ccc(CSCCNC(=O)CSCc2ccc([N+](=O)[O-])cc2)cc1	-4.27*
Cc1ccc(-c2nc(-c3ccccc3)no2)cc1	0.632
CCOC(=O)CNC(=O)CSc1ncnc2c1cnn2-c1ccc(C)cc1	-0.416
O=C(NCCc1c[nH]c2ccccc12)[C@@H]1C[C@H]1[C@@H](NP(=O)(c1ccccc1)c1ccccc1)c1ccccc1	-3.86
CCOC(=O)c1nnc(-c2cccs2)nc1NC(C)C	-0.00116
O=C1c2ccccc2C(=O)c2c(NCc3cccnc3)cccc21	-0.629
COc1cc(C2NC(=O)NC(C)=C2C(=O)OC2CCCCC2)cc(Br)c1O (stereo not given)	-1.39
Cc1cccc(OCC(=O)Nc2cc(C)c(C)cc2O)c1	-0.46
CC(C)c1ccc(C(=O)CSc2n[nH]c(-c3ccncc3)n2)cc1	2.32
CC(C)(C)n1nc2c(c1NC(=O)COc1ccc(Cl)cc1)CSC2	-4.41*
COc1cc(C(=O)N2CCN(c3ccc([N+](=O)[O-])cc3)CC2)ccc1OCc1c(C)noc1C	1.84
Cc1cc(C(=O)N/N=C/c2ccccc2Br)no1	0.118
COc1ccc(Cl)cc1C(=O)NNC(=O)c1cccnc1	0.0467
Cn1c(CCCCCN)nc2ccccc21	0.143
COc1cc(Nc2ccccc2Cl)c([N+](=O)[O-])nc1[N+](=O)[O-]	0.247
CCOC(=O)c1ccc(S(=O)(=O)N2CCN(CC3CC=CCC3)CC2)cc1 (stereo not given)	0.209
O=C(CSc1ncc(-c2ccccc2)[nH]1)Nc1cccc(O)c1	-0.00476
Cn1c2ccccc2c2c(C(=O)NCCCN3CCCC3=O)cn(C3CCCCC3)c(=O)c21	-0.0418
C/C=C\C(=O)Nc1cccc(C2=NOC3(C2)C[C@@H](C(N)=O)N(C(=O)CC(c2ccccc2)c2ccccc2)C3)c1 (stereo not given in full)	-1.14
COc1ccc(Nc2nc(N)nc(CSc3nncn3C)n2)cc1	0.257
Cc1ccc2[nH]cc(C(=O)CN3CCN(C)CC3)c2c1	0.528
Cc1ccc(C(=O)CSc2nc(C)cc(C)c2C(N)=O)cc1	1.81
O=C(CCn1nc(-c2ccc(Cl)cc2)ccc1=O)N1CCOCC1	0.432
CC1(C)Cc2c(C#N)c(SCC(=O)c3ccccc3)nc(N3CCOCC3)c2CS1	-1.52
Cc1onc(-c2ccccc2)c1C(=O)N1CCOCC1	1.34
COc1ccc(N(C(=O)c2cccc(OC)c2OC)C2C=CS(=O)(=O)C2)c(OC)c1 (stereo not given)	0.166
O=C(Cc1ccc(S(=O)(=O)N2CCOCC2)s1)Nc1nc2c(s1)CCCC2	-0.295
CCNC(=O)c1c(C)[nH]c(C(=O)OCC)c1C	-3.92
O=c1cnnc(NCc2ccccc2)[nH]1	1.1
O/N=C1/CCCSc2ccccc21	0.238

16 entries out of the list, arranged by molar mass, ascending.
SMILES	Cav3 T inh
COc1cccc(NC(=O)C(C#N)Cc2ccncc2)c1 (stereo not given)	0.428
CCCc1cc(=O)oc2c(CN3CCCC3)c(O)ccc12	1.22
CCOC(=O)c1nnc(-c2cccs2)nc1NC(C)C	-0.00116
O=C(NCc1ccco1)c1nnc(Cc2ccc(Cl)cc2)o1	-0.41
CCOc1cc(S(=O)(=O)n2c(C)nc3ccccc32)ccc1F	-1.42
Cc1cc(OCC(=O)Nc2ccncc2)c(C)cc1Br	-3.02
CC(C)c1ccc(C(=O)CSc2n[nH]c(-c3ccncc3)n2)cc1	2.32
CCCc1nnc(SCC(=O)N2CCCCC2)n1CCCOC	0.579
COCCNC(=O)Cn1nc(C(F)(F)F)c(Br)c1C	-1.9
CCOC(=O)C1CCCN(C(=O)c2ccccc2SCCOC)C1 (stereo not given)	1.12
Cc1ccc(NC(=O)CN(C)S(=O)(=O)c2cccc3cccnc23)cc1	0.97
O=C(CSc1nnnn1C1CCCCC1)Nc1nc2c(s1)CCCC2	-2.53
COc1ccc(CNCC(O)(c2ccc(Cl)cc2)c2ccc(Cl)cc2)cc1	-0.633
COc1ccc(N(C(=O)c2cccc(OC)c2OC)C2C=CS(=O)(=O)C2)c(OC)c1 (stereo not given)	0.166
Cc1ccc(S(=O)(=O)N2CCN(S(=O)(=O)c3ccc(C)cc3)C3OCCOC32)cc1 (stereo not given)	0.379
Cn1c(=O)c2c(nc(CN3CCN(c4ccccc4)CC3)n2Cc2c(F)cccc2Cl)n(C)c1=O	-3.72

The main list resumes with the 2 entries that preceded the break.
SMILES	Cav3 T inh
O=c1cnnc(NCc2ccccc2)[nH]1	1.1
O/N=C1/CCCSc2ccccc21	0.238
CC(=O)C1=C(O)C(=O)N(CCC(=O)O)C1c1ccccc1Cl (stereo not given)	1.07
Cc1ccc(NC(=O)Cn2c(=O)n(Cc3ccco3)c(=O)c3ccccc32)c(C)c1	-0.455
N#Cc1ccccc1CN1C(=O)S/C(=C/c2cccn2-c2cccc(C(=O)O)c2)C1=O	-2.03
O=C(NCc1ccccc1)C1CCN(S(=O)(=O)N2CCCCCC2)CC1	1.27
COc1ccc(-c2cc(-c3ccc(OC)cc3)nc(-c3ccc4c(c3)NC(=O)CO4)c2)cc1	-0.739
CCCCCOCC1CC(C/C(C)=N/Nc2nc(-c3ccccc3)cs2)C(=O)O1 (stereo not given)	-0.41
O=C(COCc1ccccc1)N[C@@H](Cc1ccc(O)cc1)C(=O)O	0.0209
COc1ccc(OC)c(N(CC(=O)Nc2ccc(NC(C)=O)cc2)S(C)(=O)=O)c1	0.529
O=c1[nH]c(CN2CCN(C/C=C/c3ccccc3)CC2)nc2ccccc12	-0.331
CC(=O)c1cc2c(cc1NC(=O)CN1CCC(Cc3ccccc3)CC1)OCO2	0.427
O=C(Cc1ccccc1F)Nc1ccc(Cl)nc1	0.376
COCCN(C(=O)CCCC(=O)Nc1ccccn1)C(C(=O)NC1CCCC1)c1ccc(C)cc1 (stereo not given)	-0.0299
Cc1ccc(C)c(NC2=NS(=O)(=O)c3ccccc32)c1	0.338
COC(=O)c1c(NS(=O)(=O)c2ccc(C)cc2)sc2c1CCC(C)C2 (stereo not given)	-0.325
CCCCOCCCNC(=O)COc1ccccc1	0.45
O=C(Nc1ccc(S(=O)(=O)N2CCCCC2)cc1)c1ccc(CN2CCc3ccccc3C2)cc1	-2.36
CCOc1ccc2c(c1)N(C(=O)CN1C(=O)CCC1=O)C(C)(C)C=C2C	0.495
CCCCCNC(=O)c1cc(S(=O)(=O)N2CCCCC2)ccc1F	0.0968
CC(=O)Nc1ccc(C(=O)Cn2nnc3ccccc3c2=O)cc1	0.0469
C/C(=N\N=C(c1ccccc1)c1ccccc1)c1cccs1	-1.06
O=C1CSC(=Nc2ccccc2)N1	0.0915
CCOc1ccccc1NC(=O)CSc1nnc(-c2cnccn2)n1C	0.0706
Cc1ccccc1OCC(=O)NCC1CCCO1 (stereo not given)	0.401
COc1ccc(-c2cc(C(=O)N3CCN(C(c4ccccc4)c4ccccc4)CC3)no2)cc1	-3.37
Cc1c(O)nc(SC2CC(=O)N(c3ccccc3)C2=O)[nH]c1=O (stereo not given)	0.424
CCOC(=O)CN1CC23C=CC(O2)C(C(=O)O)C3C1=O (stereo not given)	0.116
CCOC(=O)C1=C(c2ccccc2)O/C(=C(\C(=O)OC)C(F)(F)F)S1	-0.459
Cc1ccc(CNC(=O)CCCn2c(=O)[nH]c3ccccc3c2=O)cc1	-0.555

Bioassay records: PubChem, Vanderbilt High Throughput Screening Facility
